# RSV antiviral HEp-2 – inhibition of RSV-induced cytopathic effect – HEp-2 cells, primary 10 µM value included (AID 2391); HEp-2 cells, RSV-induced CPE inhibition; higher % means a stronger effect; hit rate 0.13% among 310,000; one-dose CPE inhibition, % at 10 µM; IC50 in µM for titrated hits; in the data active means a potency from the dose series; inconclusive means CPE inhibition mostly from about 23% at the one dose, without a potency; inactive means the rest, 99 in 100 with CPE inhibition below about 21%; further: strong numbers were not always called active
# T cell HTS – T cell immune modulators affecting CD8 T cell-vesicle binding. 2C CD8+ T cell-vesicle binding, flow cytometry; active compounds read low. calls only at 7 µM. hit rate 0.068% among 330,000;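 active means response, share of CD8 T cells binding vesicles, and their 90th percentile fluorescence all below set limits, cut at about 80% in these data, passing the limit was not always enough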
#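 Material: murine 2C transgenic CD8+ T lymphocytes / Also added: QL9-peptide-loaded Drosophila micro-vesicles bearing Ld, ICAM-1 and B7-1 / Schedule: binding step 1.5 h, 37 °C, antibody labelling 20 min, ice / Signal: flow cytometry, PE anti-B7-1 (FL2) versus Alexa647 anti-CD8 (FL8), PFA-fixed / Evaluation: percent CD8+ FL2 mean versus row control / Benchmarks: naked versus QL9-loaded vesicles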
# SV40 large T antigen – SV40 large T antigen inhibitors, biochemical (AID 1903). SV40 large T antigen ATPase/helicase inhibition assay; higher % means a stronger effect. inhibition, % at 20 µM; hits with a dose series show IC50 in µM. hit rate 0.39% among 310,000; in the data active means a potency from the dose series; inconclusive means inhibition mostly from about 32% at the one dose, without a potency; inactive means the rest, 99 in 100 with inhibition below about 32%; further: strong numbers were not always called active
# MgcRacGAP inhibition – MgcRacGAP GTPase-activating activity inhibitors, confirmation, biochemical, ADP Hunter fluorescence | inhibition, % at 30 µM, or IC50 in µM where a hit was titrated | hit rate 0.6% among 340,000 | MgcRacGAP-stimulated Rac1 GTP hydrolysis, ADP Hunter fluorescence; higher % means a stronger effect; GST-tagged Rac1 F28L mutant substrate;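 active means first-screen hits whose inhibition reached a set limit at any dose in the follow-up dose series; inconclusive means inhibition above the set first-screen limit but never retested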;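 further: fluorescence reports GDP produced by GAP-driven GTP hydrolysis; strong numbers were not always called active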
# Myeloid diff MLP – myeloid differentiation induction. AID 624256. calls only at 10 µM. hit rate 1% among 360,000. ER-HoxA9 myeloid progenitors, lysozyme-GFP differentiation, flow cytometry;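 active means normalized GFP-positive differentiation at or above the plate's own cutoff, the solvent-only control mean plus 3 SD; inconclusive means no clear call, values can overlap the other calls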;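 further: cells exposed to compound for four days before flow analysis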
# West Nile antiviral – inhibition of WNV-induced cytopathic effect – cell-based, CPE readout (AID 1621). West Nile virus-infected cells, CPE inhibition; higher % means a stronger effect. CPE inhibition, % at 10 µM, or IC50 in µM where a hit was titrated. hit rate 0.02% among 290,000; in the data active means a potency from the dose series; inconclusive means CPE inhibition mostly from about 3.7% at the one dose, without a potency; inactive means the rest, 99 in 100 with CPE inhibition below about 2.2%; further: strong numbers were not always called active
# bCat nuc transl – modulators of beta-catenin nuclear translocation. HeLa beta-catenin nuclear translocation, immunofluorescence imaging. nuclear translocation activity, % at 5 µM. hit rate 0.3% among 190,000;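 active means nuclear translocation activity above 50% at 5 µM, with a well cell count of 50 or more; inconclusive means wells under 50 cells across six images, flagged as toxic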;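 further: per-cell ratio of nuclear to cytoplasmic median beta-catenin stain intensity; plate controls were DMSO negative control for no effect and GSK-3 inhibitor IX positive control for full effect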
#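 test system = HeLa cells, endogenous beta-catenin | dosing = single 5 µM dose plus 0.02–20 µM confirmation series | times = compound treatment 24 h, 37°C, 5% CO2 | technique = beta-catenin immunofluorescence imaging with DAPI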
# Salmonella PhoP GFP – PhoP-dependent GFP reporter repression – Salmonella Typhimurium, primary screen (AID 1863). hit rate 0.16% among 300,000. S. Typhimurium PhoP-regulated promoter GFP reporter, 4 h; higher % means a stronger effect. inhibition, % at 50 µM, or IC50 in µM where a hit was titrated;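 active means inhibition over 29.93%, a cutoff 3 SD above the screen mean, later confirmed by dose response; inconclusive means inhibition over 29.93% but no dose response follow-up; inactive means inhibition at most 29.93% or unconfirmed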;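 further: 0% = low Mg2+ inducing control and 100% = high Mg2+ repressing control; strong numbers were not always called active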
# WT yeast gro inh – growth inhibition of WT yeast, mitochondrial fusion screen | mitochondrial fusion phenotypic screen, WT strain | inhibition, % at 10 µM | hit rate 2.1% among 190,000 | AID 1362; in the data active means inhibition above about 58%; tested in S. cerevisiae
# WT yeast gro inh mutant strain – further read-out of WT yeast gro inh, marked with its call; inhibition, %; mitochondrial fusion phenotypic screen, mutant strain inhibition
# bCat nuc transl cell count 5 µM – also measured in bCat nuc transl; calls as there; cell count; measured here: cell count, cytotoxicity flag
# T cell HTS vesicle-bound % – also measured in T cell HTS; calls as there; double positive events, %; measured here: CD8+ vesicle-bound cell fraction;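 binding gate set so that unloaded-vesicle control wells show 10% double positive cells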
# Myeloid diff MLP GFP+ MAC1+ % – second read-out of Myeloid diff MLP, no call of its own (marks repeat the call); GFP+ MAC1+ double positive, %; measured here: differentiation confirmed by MAC1 staining
# * hit, by the source's call; i = inactive; ? = inconclusive; / = no result given; + = active, no number.
molecule	SV40 large T antigen	RSV antiviral HEp-2	T cell HTS vesicle-bound %	Myeloid diff MLP	T cell HTS	WT yeast gro inh	Salmonella PhoP GFP	Myeloid diff MLP GFP+ MAC1+ %	WT yeast gro inh mutant strain	bCat nuc transl cell count 5 µM	bCat nuc transl	West Nile antiviral	MgcRacGAP inhibition
c1coc(CNc2c3c(nc4ccccc24)CCC3)c1	5%	18%	58	+	i	4	7%	2.4*	6	968	-5.0	-1.2%	14%
CCCNC(=S)Nc1ccc(Nc2ccccc2)cc1	5%	12%	33	i	i	40	11%	0.7	10	1392	-0.7	-0.9%	82µM*
COc1cc(-c2nnc(SCc3ccccc3Cl)o2)cc(OC)c1OC	4%	11%	32	i	i	56	-4%	0.4	34	1061	0.3	/	8%
O=C(c1coc(=O)c(Br)c1)N1CCCc2ccccc21	22%	3.2%	14	i	i	14	-13%	0.8	0	750	-14	0.0%	?
CSc1nc(N(C)C)nc(N(C#N)CCOC(C)=O)n1	3%	0.7%	55	i	i	-15	-1%	0.9	2	/	/	-0.9%	-1%
CCOC(=O)C1=C(C)NC2=C(C(=O)CC(c3ccc(OC)c(OC)c3)C2)C1c1ccc(C)o1 (stereo unspecified)	11%	3.4%	14	i	i	7	0%	8.3	0	1149	-0.5	/	-1%
COc1ccc(C(=O)N2CCN(S(=O)(=O)c3ccc(Cl)cc3)CC2)cc1OC	3%	2.1%	22	i	i	5	-10%	0.4	15	1196	-5.3	-0.5%	4%
O=C(/C=C(\c1ccccc1)n1cncn1)c1ccccc1	7%	0.9%	20	i	i	-10	-3%	0.8	-17	571	-1.2	-0.2%	4%
COP(=O)(OC)C(NC(=O)Nc1ccccc1)c1ccccc1 (stereo unspecified)	9%	-0.4%	22	i	i	/	-11%	0.2	/	1326	-0.6	0.1%	11%
COc1ccc(C2c3[nH]c4ccccc4c3CCN2C(=O)c2ccccc2C(C)=O)c(F)c1 (stereo unspecified)	22%	3.3%	50	i	i	/	-3%	2.4	/	/	/	13%	-1%
O=S(=O)(N1CCOCC1)N1CCCN(S(=O)(=O)N2CCOCC2)CC1	12%	1.0%	55	i	i	-7	-12%	1.1	-4	912	1.5	0.1%	11%
O=C(O)C1CCCN(S(=O)(=O)c2ccc(F)cc2)C1 (stereo unspecified)	22%	1.0%	3	i	i	17	-2%	1.0	28	1051	-2.6	0.0%	14%
CC(C)Nc1nnc(SCC(=O)/C=C2\N(C)c3ccccc3C2(C)C)s1	-54%	15%	35	i	i	14	4%	0.7	-10	1049	-0.6	-0.9%	8%
O=C(COc1cccc(Cl)c1)Nc1cc(S(=O)(=O)N2CCOCC2)ccc1N1CCOCC1	16%	0.1%	23	+	i	/	/	1.4*	/	1307	1.3	-0.2%	10%
Cc1c(C(=O)N2CCCCC2)c(S(=O)(=O)Nc2ccc(F)cc2F)c(C)n1C	7%	0.8%	9	i	i	/	-2%	1.3	/	/	/	-0.1%	11%
CCCc1nc(SCC(=O)Nc2nnc(CC)s2)c2c(C)c(C)sc2n1	-2%	-0.7%	50	i	i	-1	-10%	1.3	77	/	/	-0.8%	11%
Cc1cccc(NC(=O)c2cc(S(=O)(=O)N3CCCCC3)c[nH]2)c1C	/	0.2%	44	i	i	/	/	1.5	/	/	/	-1.0%	-1%
Cc1cc(NC(=O)CSc2ccc(-c3nc4cc(C)c(C)cc4[nH]3)cn2)no1	25%	-0.6%	15	i	i	6	-8%	8.7	4	795	3.3	0.6%	1%
CC(C)(C)NC(=O)CSc1nnc(-c2c[nH]c3ccccc23)o1	-4%	0.9%	7	i	i	/	0%	0.3	/	/	/	-1.1%	8%
CCc1c(C)[nH]c2c1C(=O)C(CN1CCOCC1)CC2 (stereo unspecified)	8%	1.6%	60	i	i	/	0%	1.9	/	/	/	0.0%	5%
O=C(COC(=O)c1ccccc1C(=O)c1ccccc1)c1ccco1	9%	0.2%	16	i	i	7	5%	0.6	-1	1081	1.7	-0.6%	5%
Cc1ccc(NC(=O)c2cc([N+](=O)[O-])ccc2N2CCOCC2)cc1S(=O)(=O)N1CCOCC1	7%	2.6%	18	i	i	/	1%	0.8	/	/	/	-0.4%	5%
CN1CCOc2ccc(S(=O)(=O)NCCc3ccc(Cl)cc3)cc21	5%	8.8%	44	i	i	/	8%	8.6	/	/	/	-0.3%	4%
Cn1nnnc1Sc1ncnc2scc(-c3ccc(F)cc3)c12	0%	-2.3%	38	/	i	-7	4%	/	-2	1132	-3.4	/	11%
O=C(COc1ccc(Cl)cc1Br)NCC(c1ccco1)N1CCCC1 (stereo unspecified)	/	-0.5%	32	i	i	/	/	0.6	/	/	/	/	2%
CCOc1cc(C(=O)OCC(=O)Nc2ccc(SC(F)F)cc2)cc(OCC)c1OCC	3%	3.5%	16	i	i	-1	-15%	0.1	-20	489	1.7	-0.7%	1%
CCOC(=O)N1CCN(S(=O)(=O)c2ccc(F)c(C(=O)Nc3cccc(C)c3C)c2)CC1	13%	-0.6%	4	i	i	-6	-2%	0.9	-1	1400	-1.4	-0.7%	7%
COc1ccc(OC)c(CN2CCCC(CO)C2)c1 (stereo unspecified)	-2%	0.2%	42	i	i	-3	-8%	7.0	-4	/	/	0.1%	17%
Cc1ccccc1NS(=O)(=O)c1cc(S(C)(=O)=O)ccc1C	4%	1.9%	38	i	i	-11	3%	0.4	-12	1010	2.8	-0.4%	-1%
Cc1ccc(NC2CCCN(C(=O)CCC3(C)CC3)C2)cc1C (stereo unspecified)	24%	4.1%	39	i	i	/	-6%	0.2	/	/	/	-0.7%	12%

# Reprinted from the part before: four entries, then new ones.
molecule	SV40 large T antigen	RSV antiviral HEp-2	T cell HTS vesicle-bound %	Myeloid diff MLP	T cell HTS	WT yeast gro inh	Salmonella PhoP GFP	Myeloid diff MLP GFP+ MAC1+ %	WT yeast gro inh mutant strain	bCat nuc transl cell count 5 µM	bCat nuc transl	West Nile antiviral	MgcRacGAP inhibition
CCOC(=O)N1CCN(S(=O)(=O)c2ccc(F)c(C(=O)Nc3cccc(C)c3C)c2)CC1	13%	-0.6%	4	i	i	-6	-2%	0.9	-1	1400	-1.4	-0.7%	7%
COc1ccc(OC)c(CN2CCCC(CO)C2)c1 (stereo unspecified)	-2%	0.2%	42	i	i	-3	-8%	7.0	-4	/	/	0.1%	17%
Cc1ccccc1NS(=O)(=O)c1cc(S(C)(=O)=O)ccc1C	4%	1.9%	38	i	i	-11	3%	0.4	-12	1010	2.8	-0.4%	-1%
Cc1ccc(NC2CCCN(C(=O)CCC3(C)CC3)C2)cc1C (stereo unspecified)	24%	4.1%	39	i	i	/	-6%	0.2	/	/	/	-0.7%	12%
CCn1nc(C(=O)OCC(=O)c2c[nH]c3ccccc23)c2ccccc2c1=O	10%	1.2%	10	i	i	1	-8%	2.9	-5	997	-2.6	-0.4%	9%
COC(=O)c1c(F)c(F)c(NCCO)c(F)c1F	11%	7.2%	22	i	i	-19	-2%	0.6	1	841	-1.7	-0.5%	-2%
O=C(NNC(=O)c1ccccc1F)c1cccc(Cl)c1	-3%	1.6%	21	i	i	-13	6%	1.1	0	1363	-0.8	0.2%	5%
CCCn1c(N)c(N(CCOC)C(=O)c2ccc(C#N)cc2)c(=O)[nH]c1=O	7%	1.0%	29	i	i	/	-4%	1.2	/	/	/	-0.7%	-1%
O=C(/C=C/c1cccs1)c1ccc(NC(=O)c2ccccc2F)cc1	0%	5.6%	48	i	i	7	3%	1.7	-10	481	0.5	0.3%	4%
COc1ccc(/C=C2\SC(=S)N(CCC(=O)N3CCCCC3CCO)C2=O)cc1 (stereo unspecified)	2%	-0.6%	22	i	i	/	4%	2.6	/	/	/	1.8%	7%
COC(=O)c1ccc(OCC(=O)c2ccccc2OC)cc1	3%	7.3%	19	i	i	7	8%	1.5	1	/	/	0.6%	-2%
O=C(Nc1ccccc1C(=O)O)c1cc(S(=O)(=O)NCc2ccccc2)ccc1Cl	8%	2.4%	16	i	i	/	4%	1.1	/	/	/	-0.3%	8%
COc1ccc(OC)c(NC(=O)Cc2coc3cc(C)cc(C)c23)c1	19%	?	13	i	i	7	-13%	1.5	23	/	/	-0.7%	3%
CC(/C=C1\SC(=S)N(C(C(=O)O)C(C)C)C1=O)=C\c1ccccc1 (stereo unspecified)	15%	0.3%	50	i	i	-15	-1%	0.1	-13	1064	-1.0	-0.2%	4%
CN=c1scc(-c2ccccc2F)n1/N=C(\C)c1cccnc1	2%	6.2%	42	i	i	71*	1%	0.2	67*	970	0.8	-1.0%	8%
O=C(Nc1ccc2c(c1)C(=O)OC2)c1ccc(F)cc1F	-24%	2.7%	53	i	i	/	2%	0.1	/	1265	0.3	-0.1%	14%
CC(C)N1CCN(Cc2ccncc2)CC1CCO (stereo unspecified)	3%	2.5%	2	i	i	6	0%	0.3	7	1038	1.8	-0.6%	8%
O=S(=O)(NCc1ccccn1)c1ccccc1	-1%	0.5%	30	i	i	5	5%	0.9	-2	/	/	0.8%	1%
CCn1c(CSc2ncccn2)nnc1SCC(=O)N1CCCCC1	/	1.7%	22	i	i	0	/	0.6	-8	1400	0.2	-0.7%	5%
CC1C(c2ccccc2)N(C)C(c2ccccc2)C(C)C1(O)C#Cc1ccccc1 (stereo unspecified)	12%	13%	45	i	i	75*	14%	0.7	15*	1037	2.8	-0.4%	2%
CC1CCc2c(C(=O)NCC3CCCO3)csc2C1 (stereo unspecified)	12%	-0.1%	10	i	i	4	5%	1.4	2	781	-0.8	-0.4%	8%

# Assay outcomes: PubChem BioAssay, several laboratories
